High-throughput results: PubChem, several laboratories
KCNK3 inh: human KCNK3 channel inhibitors, primary screen, CHO cells, FluxOR thallium flux, B-score; B-score at 10 µM; Potassium channel subfamily K member 3 (Homo sapiens), O14649; FluxOR fluorescence; active compounds read low; hit rate 0.84% among 340,000;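 active means B-score under library mean minus 4 SD, starting fluorescence ratio at most library mean plus 5 SD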;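 further: more negative B-score means stronger inhibition of thallium flux through KCNK3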
Target sequence (O14649 whole entry, looked up): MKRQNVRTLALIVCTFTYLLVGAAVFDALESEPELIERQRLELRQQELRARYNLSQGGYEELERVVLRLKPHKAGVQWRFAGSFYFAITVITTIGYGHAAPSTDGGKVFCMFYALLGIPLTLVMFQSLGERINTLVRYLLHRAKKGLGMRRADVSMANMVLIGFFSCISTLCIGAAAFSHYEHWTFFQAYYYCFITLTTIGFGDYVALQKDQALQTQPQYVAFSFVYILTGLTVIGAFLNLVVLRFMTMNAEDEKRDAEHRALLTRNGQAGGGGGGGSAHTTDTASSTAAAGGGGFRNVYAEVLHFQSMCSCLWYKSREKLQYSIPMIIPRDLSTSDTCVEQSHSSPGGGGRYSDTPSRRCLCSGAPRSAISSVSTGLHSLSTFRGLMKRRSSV
RGS4 inh: RGS4 inhibitors, primary screen, cell-based, HEK293 M3R inducible RGS4, calcium flux | B-score at 10 µM | Fluo-4 calcium flux; active compounds read high; triggered by carbachol at its EC20 | hit rate 0.45% among 310,000 | Regulator of G-protein signaling 4 (Homo sapiens), P49798;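 active means B-score, a plate-corrected calcium signal, over three deviations above library mean, with baseline fluorescence within five deviations of library mean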;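 further: RGS4 expression induced by doxycycline in cells with stable M3 receptor; B-score is computed from the integrated fluorescence ratio over baseline after carbachol; higher B-score means a larger calcium signal and so more RGS4 inhibition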
PolyA inh: polyadenylation inhibitors in yeast reporter cells, primary screen, luminescence, S. cerevisiae. S. cerevisiae SKY197-pL101 polyadenylation reporter, beta-gal luminescence; efflux-impaired pdr1/pdr3 knockout yeast; score 100 = 6 SD above DMSO. calls only at 12 µM. hit rate 0.02% among 300,000. AID 1875, 2009;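 active means lowest replicate activity score at least 50, where 100 means six control SD above control mean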;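 further: yeast exposed to compound for 9 h at 30 °C; higher score means more reporter readthrough which indicates perturbed polyadenylation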
KCNQ1 pot: potentiators or activators of KCNQ1 channel, primary screen, cell-based, thallium flux, high-throughput. Potassium voltage-gated channel subfamily KQT member 1 (Homo sapiens), P51787. CHO-K1 KCNQ1, thallium flux FluxOR fluorescence; active compounds read high. B-score at 10 µM. hit rate 0.35% among 310,000;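 active means fluorescence ratio B-score, a plate-corrected score, at least three library SD, with initial intensity B-score within 5 SD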
Target sequence (P51787 whole entry, looked up): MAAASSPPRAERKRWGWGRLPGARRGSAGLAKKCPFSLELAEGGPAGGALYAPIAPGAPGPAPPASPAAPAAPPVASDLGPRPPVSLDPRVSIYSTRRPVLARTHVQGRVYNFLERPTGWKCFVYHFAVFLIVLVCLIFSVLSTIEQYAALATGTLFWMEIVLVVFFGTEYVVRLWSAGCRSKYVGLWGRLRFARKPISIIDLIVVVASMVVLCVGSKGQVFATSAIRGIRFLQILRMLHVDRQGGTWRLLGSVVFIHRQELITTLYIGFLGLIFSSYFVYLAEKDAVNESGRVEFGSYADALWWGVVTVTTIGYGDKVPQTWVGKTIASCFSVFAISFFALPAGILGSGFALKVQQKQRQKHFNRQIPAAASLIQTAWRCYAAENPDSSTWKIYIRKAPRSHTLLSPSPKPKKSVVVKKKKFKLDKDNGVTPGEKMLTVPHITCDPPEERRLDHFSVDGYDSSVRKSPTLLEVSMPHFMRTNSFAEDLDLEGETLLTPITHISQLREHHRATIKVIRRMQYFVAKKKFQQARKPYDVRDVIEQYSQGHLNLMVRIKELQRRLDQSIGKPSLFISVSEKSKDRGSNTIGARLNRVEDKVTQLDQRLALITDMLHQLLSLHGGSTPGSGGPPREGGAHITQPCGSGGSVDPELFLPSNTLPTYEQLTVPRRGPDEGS
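Medium – assay buffer, equal DMSO in all wells · Material – CHO-K1 cell line with stable KCNQ1 potassium channel expression · Signal – kinetic FluxOR thallium fluorescence, 10-s 1-Hz baseline, 110-s post-stimulus read · Compound – single concentration per compound, DMSO matched to controls · Schedule – 37 °C overnight plating, 90-min dark dye load, 20-min compound pretreatment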
DYRK1A inh: rat Dyrk1A kinase inhibitors, primary screen, biochemical, single point, plate reader | Dual specificity tyrosine-phosphorylation-regulated kinase 1A (Rattus norvegicus), Q63470 | ADP-Glo luminescence, NFATc1 peptide | inhibition, % at 12.5 µM | hit rate 0.43% among 310,000 | AID 504441, 2011; in the data active means inhibition above about 50%;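 further: plate controls were vehicle with enzyme for no effect and no enzyme for full effect; many of its hits are not listed in these tables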
GSK3B inh: human GSK3beta kinase inhibitors, primary screen, biochemical, cell-free homogeneous, HTS; GST-GSK3beta kinase, ADP-Glo luminescence, 60 min; active compounds read low; hit rate 0.038% among 300,000; activity score (negative = inhibition), % at 10 µM; AID 2097, 2009;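 active means more than half of replicate wells score below -50%, meaning over 50% inhibition versus plate controls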;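 further: 0% = median DMSO wells and -100% = median GW8510 positive control wells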
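Test system: GST-tagged human GSK3beta kinase, cell-free; evaluation: activity score scaled between in-plate DMSO and GW8510 controls; measured by: ADP-Glo luminescence; incubation: 60 min reaction, RT; benchmarks: DMSO and 20 µM GW8510; reagent: peptide substrate plus 25 µM ATP (final); medium: Tris/MgCl2 kinase buffer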
RGS4 pot: RGS4 potentiators or activators, primary screen, cell-based, HEK293 M3R inducible RGS4, calcium flux | carbachol calcium flux Fluo4; active compounds read low | B-score at 10 µM | hit rate 0.92% among 310,000 | AID 463111, 2010;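 active means B-score of the integrated calcium signal more than 4 SD below the library mean, with starting fluorescence not abnormally high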;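 further: negative B-score means reduced calcium response which marks RGS4 activation or potentiation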
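Detection: kinetic calcium fluorescence imaging with Fluo4-AM dye, 2 µM / Material: HEK293 cells with stable M3R and inducible RGS4 / Schedule: recording 10 s baseline at 1 Hz, 100 s post-agonist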
KCNK9 block: KCNK9 potassium channel inhibitors, primary screen, HEK293 cells, thallium flux; hit rate 1.2% among 310,000; B-score at 10 µM; Potassium channel subfamily K member 9 (Homo sapiens), Q9NPC2; FluxOR thallium flux fluorescence; active compounds read low;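 active means ratio B-score over 3 SD below the library mean, with starting fluorescence within 5 SD of its mean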;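 further: negative B-score means less thallium flux so channel inhibition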
GSK3 alpha inh: blockers of GSK3A enzyme activity – biochemical, luminescence, cell-free homogeneous, HTS, primary screen. hit rate 0.1% among 320,000. Glycogen synthase kinase-3 alpha (Homo sapiens), P49840. inhibition, % at 10 µM. GSK-3 alpha kinase, ADP-Glo luminescence, 60 min. AID 2650, 2010;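 in the data active means inhibition above about 50%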;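 further: GST-tagged GSK-3 alpha with peptide substrate and 25 µM ATP; 0% = DMSO neutral wells and 100% = GW8510 positive control wells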
hERG protect: hERG rescue from dofetilide block, primary screen, cell-based, CHO-hERG, FluxOR thallium flux, dofetilide IC70. activation (rescue from dofetilide block), less the hit threshold, % at 10 µM. hit rate 0.51% among 310,000. dofetilide IC70 present. AID 1511, 2009;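 active means activation above the mean of controls blocked by dofetilide plus 5 SD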;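 further: thallium influx through hERG after potassium depolarization seen as dye fluorescence rise; in these data hits start at about 4.7%; inactives centre near -7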
KCNQ1 block: inhibitors of human KCNQ1 channel, primary screen, cell-based, thallium flux, high-throughput; B-score at 10 µM; Potassium voltage-gated channel subfamily KQT member 1 (Homo sapiens), P51787; hit rate 1.3% among 310,000; CHO-K1 KCNQ1, FluxOR thallium flux fluorescence; active compounds read high; AID 2642, 2010;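 active means compounds whose thallium flux B-score, printed positive for inhibition, exceeds three library SD while starting fluorescence stays within three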;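 further: channel opened by potassium depolarization with thallium stimulus after 20 min compound exposure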
Starred values were filed as active, the others as inactive; i = inactive; x = no result given.

SMILES	KCNK3 inh	RGS4 inh	PolyA inh	KCNQ1 pot	DYRK1A inh	GSK3B inh	RGS4 pot	KCNK9 block	GSK3 alpha inh	hERG protect	KCNQ1 block
Cc1cc(Cl)ccc1N1C(=O)CC(SCCC(=O)O)C1=O (stereo not drawn)	i	i	i	i	-6	4	i	i	1	-4	i
CCOC(=O)c1ccccc1NC(=O)N[C@@H](C)C(=O)OC	i	i	i	i	-3	-4	i	i	0	2	i
CC(C)Oc1ccc(CCC(=O)NNC(=O)c2ccccc2C(=O)O)cc1	i	i	i	i	6	0	i	i	0	-1	i
CCc1nccn1S(=O)(=O)c1ccc2ccccc2c1	i	i	i	i	5	-1	i	i	-5	-12	i
CC(C)c1ccc(S(=O)(=O)N2CCN(C(=O)CCNS(=O)(=O)c3ccccc3F)CC2)cc1	i	i	i	i	-7	6	i	i	-2	-10	i
CC(C)OC(=O)C(C#N)c1nc2ccccc2nc1N1CCN(Cc2ccccc2)CC1 (stereo not drawn)	i	i	i	i	-5	1	i	i	-4	-10	7*
CCCCSc1nnc2[nH]c(=O)cc(N)n12	i	i	i	i	0	-1	i	i	-5	-10	i
Cc1cc(C)n(CCNC(=O)c2ccc3c(c2)OCO3)n1	i	i	i	i	3	x	i	i	-2	-5	i
CCCCNc1c(-c2cccc(-c3ccc(OC)cc3)c2)nc2ccc(C)cn12	i	i	i	i	2	2	-7.8*	i	-2	-35	7*
O=C(CCn1cccc1)Nc1cc(F)ccc1F	i	i	i	i	7	-2	i	i	-3	-5	i

Full records, quoted from the list. Order of screens: KCNK3 inh, RGS4 inh, PolyA inh, KCNQ1 pot, DYRK1A inh, GSK3B inh, RGS4 pot, KCNK9 block, GSK3 alpha inh, hERG protect, KCNQ1 block
CCCCSc1nnc2[nH]c(=O)cc(N)n12 in the list: i, i, i, i, 0, -1, i, i, -5, -10, i
O=C(CCn1cccc1)Nc1cc(F)ccc1F in the list: i, i, i, i, 7, -2, i, i, -3, -5, i
CCc1nccn1S(=O)(=O)c1ccc2ccccc2c1 in the list: i, i, i, i, 5, -1, i, i, -5, -12, i
CC(C)Oc1ccc(CCC(=O)NNC(=O)c2ccccc2C(=O)O)cc1 in the list: i, i, i, i, 6, 0, i, i, 0, -1, i
Cc1cc(Cl)ccc1N1C(=O)CC(SCCC(=O)O)C1=O (stereo not drawn) in the list: i, i, i, i, -6, 4, i, i, 1, -4, i

(further entries)
SMILES	KCNK3 inh	RGS4 inh	PolyA inh	KCNQ1 pot	DYRK1A inh	GSK3B inh	RGS4 pot	KCNK9 block	GSK3 alpha inh	hERG protect	KCNQ1 block
N#Cc1cn(Cc2ccncc2)c(=O)[nH]c1=O	i	i	i	i	-7	-2	i	i	3	-2	i
O=C(OC1CCOC1=O)c1cc(-c2ccc(Cl)cc2)nc2ccccc12 (stereo not drawn)	i	i	i	i	9	2	i	i	-3	3	i
CCN(CC)C(=N)N1c2ccccc2CCC1C (stereo not drawn)	i	i	i	i	-1	-1	i	i	-2	-11	i
Cc1cc(C)c2c(N)c(C(=O)Nc3cccc(C)c3C)sc2n1	i	i	i	i	-4	2	i	i	11	1	i
O=C(Nc1ccc(Cl)cc1)Nc1ccon1	i	i	i	i	21	-1	i	i	-2	-11	i
Cc1ccc(Nc2nc(N/N=C/c3c[nH]c4ccccc34)nc(N3CCOCC3)n2)cc1	i	i	i	i	-2	-2	i	i	-1	-8	i
O=C(Cc1nnc(NC(=O)Nc2ccc(Cl)cc2)s1)NCc1ccccc1	i	i	i	i	3	3	i	i	-1	-10	i
COC(=O)c1ccc(/C=C2/SC(=S)N(CCCC(=O)Nc3ccccn3)C2=O)cc1	i	i	i	i	3	4	i	i	4	-5	i
Cc1cc(NS(=O)(=O)c2ccc(NC(=O)CCCOc3ccccc3C)cc2)no1	i	i	i	i	-9	2	i	i	-3	-6	i
C=C(C)C(=O)Nc1cccc(C2=NOC3(C2)C[C@@H](C(N)=O)N(C(=O)c2cc([N+](=O)[O-])cc([N+](=O)[O-])c2C)C3)c1 (stereo partly drawn)	i	i	i	i	-7	1	i	i	2	-12	i

Sorted by length of the SMILES (ascending): part of the list above
SMILES	KCNK3 inh	RGS4 inh	PolyA inh	KCNQ1 pot	DYRK1A inh	GSK3B inh	RGS4 pot	KCNK9 block	GSK3 alpha inh	hERG protect	KCNQ1 block
N#Cc1cn(Cc2ccncc2)c(=O)[nH]c1=O	i	i	i	i	-7	-2	i	i	3	-2	i
Cc1ccc(Nc2nc(N/N=C/c3c[nH]c4ccccc34)nc(N3CCOCC3)n2)cc1	i	i	i	i	-2	-2	i	i	-1	-8	i
C=C(C)C(=O)Nc1cccc(C2=NOC3(C2)C[C@@H](C(N)=O)N(C(=O)c2cc([N+](=O)[O-])cc([N+](=O)[O-])c2C)C3)c1 (stereo partly drawn)	i	i	i	i	-7	1	i	i	2	-12	i

(next part)
SMILES	KCNK3 inh	RGS4 inh	PolyA inh	KCNQ1 pot	DYRK1A inh	GSK3B inh	RGS4 pot	KCNK9 block	GSK3 alpha inh	hERG protect	KCNQ1 block
Cc1ccc(S(=O)(=O)N(CC(=O)Nc2ccccc2C(=O)O)c2cccc(Cl)c2C)cc1	i	i	i	i	-7	5	i	i	-5	-19	i
O=C(c1cc(-c2ccc(Cl)cc2)nc2ccccc12)N1CCOCC1	i	i	i	i	x	-3	i	i	-2	-11	i
CCN(CC)c1ccc(C(=O)OCC(=O)NC(C)(C)C)cc1	i	i	i	i	-3	-2	i	i	1	-8	i
CCSc1nnc(NC(=O)CCCOc2ccc(C)cc2)s1	i	i	i	i	6	1	i	i	-1	-5	i
COc1ccc(C(=O)Nc2ccccc2C(=O)NCc2cccnc2)cc1	i	i	i	i	0	-1	i	i	3	-19	i
O=C(Nc1ccc2c(c1)C(=O)NC2=O)c1ccc(S(=O)(=O)N2CCCC2)cc1	i	i	i	i	3	2	i	i	1	-8	i
C[C@]12CCC3c4ccc(OCC(=O)O)cc4CCC3C1CCC2=O (stereo partly drawn)	i	i	i	i	0	1	i	i	0	-10	i
CC(C)n1c(=S)[nH]c2cc(C(F)(F)F)ccc21	i	i	i	i	x	1	i	i	-1	-4	i
S=C(NN=C1CCCCCC1)Nc1ccc(Cl)cc1	i	i	i	i	-1	2	i	i	2	-9	i
COC(=O)CCC(=O)OC1(C)C(=O)C=C2C=C(C3CC3)N(Cc3ccc4c(c3)OCO4)C=C2C1=O (stereo not drawn)	i	i	i	i	-5	3	i	i	0	-2	i
COc1cccc(NC(=O)C2C3C=CC4(O3)C2C(=O)N(CCN2CCCCC2)C4C(=O)NC2CCCCC2C)c1 (stereo not drawn)	i	i	i	i	-3	0	i	i	0	-7	i
CSc1nc(C)cc(OCC#N)n1	i	i	i	i	-3	-4	i	i	-2	-11	i
Cc1cccc(C)c1-n1c(C)nn(-c2ncc(C(F)(F)F)cc2Cl)c1=O	i	i	i	i	x	-2	i	i	-7	-9	i
COc1ccc(N2CC(C(=O)Nc3ncccc3C)CC2=O)cc1 (stereo not drawn)	i	i	i	i	-1	-2	i	i	-3	0	i
O=c1nc(N2CCOCC2)ccn1-c1nc(-c2ccccc2)oc1-c1ccccc1	i	i	i	i	-1	4	i	i	-1	-9	i
COC(=O)CSc1nnc(C)n1-c1cccc(C#N)c1	i	i	i	i	-13	3	i	i	-1	-11	i
Cc1onc(-c2ccccc2)c1C(=O)NC(CC(=O)O)c1ccc(OC(C)C)cc1 (stereo not drawn)	i	i	i	i	-1	-1	i	i	-2	-7	i
C=CCn1cc(C(=O)N2CCc3ccccc3C2)c(=O)c2cc(S(=O)(=O)N(CC)CC)ccc21	i	i	i	i	9	1	i	i	-2	-11	i
Cc1cc2nc(/C(C#N)=C\c3ccc(-c4ccccc4C(=O)O)o3)[nH]c2cc1C	i	i	i	i	-2	0	i	i	0	-10	i
O=C(Nc1ccc(O)cc1)c1cc2ccccc2c(=O)s1	i	i	i	i	-2	0	i	i	-1	-9	i
CC(=O)c1c(O)c(C)c(O)c2c1OC1=CC(=O)C(C(C)=O)C(=O)[C@@]12C (stereo partly drawn)	i	i	i	i	39	0	i	i	x	-18	7*
CC1CCCCC1NS(=O)(=O)c1ccc(S(=O)(=O)N2CCCC2)cc1 (stereo not drawn)	i	i	i	i	7	1	i	i	-2	-4	i
CCCCCCc1cc2cc(C(=O)NCc3ccccc3)c(=N)oc2cc1O	i	i	i	i	2	-4	i	i	-5	-20	i
CCC(C)NS(=O)(=O)c1cc2c3c(c1)CCC(=O)N3CCC2 (stereo not drawn)	i	i	i	i	4	-5	i	i	-3	-5	i
COc1ccc(NC(=O)NCc2ccc3c(c2)OCO3)cc1	i	i	i	i	6	-3	i	i	-2	-10	i
FC(F)(F)c1cc(-c2ccccc2)nc(NCc2cccnc2)n1	i	i	i	i	18	-3	i	i	4	-9	i
Cc1ncoc1C(=O)N1CCc2c([nH]c3ccccc23)C1C1CCCCC1 (stereo not drawn)	i	i	i	i	2	-1	i	i	-3	-12	i
C/C(=N\NC(=O)CC(C)C)c1ccc(N2CCCCC2)cc1	i	i	i	i	-3	-1	i	i	-3	-2	i
CCSc1nnc(NC(=O)c2c(C)noc2C)s1	i	i	i	i	x	2	i	i	6	-6	i
Cc1cc(OCC(O)CN)ccc1Cl (stereo not drawn)	i	i	i	i	x	1	i	i	-2	-7	i
Cn1nnc(NC(=O)CSc2nnnn2-c2ccc(F)cc2)n1	i	i	i	i	2	-4	i	i	-4	1	i
CCCN1CCN(CCCNC(=O)C2CCCN(c3nnc(-n4cccc4)s3)C2)CC1 (stereo not drawn)	i	i	i	i	4	-6	i	i	1	0	i

Not all compounds are listed (hit frequency here may not be typical).
